Assay outcomes: PubChem BioAssay, The Scripps Research Institute Molecular Screening Center
CHRM1 antagonist = antagonists of human M1 muscarinic receptor; CHO-K1 hM1, Fluo-8 calcium fluorescence, ACh EC80 antagonist; inhibition, % at 3 µM; hit rate 1.3% among 360,000;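 active = percent inhibition above its own plate's cutoff, namely the mean of that plate's compound wells plus 3 SD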;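 note: peak over basal fluorescence ratio during 140 s after agonist addition; 0% = ACh EC80 plus DMSO and 100% = DMSO alone without agonist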
Target sequence (P11229 whole entry, looked up): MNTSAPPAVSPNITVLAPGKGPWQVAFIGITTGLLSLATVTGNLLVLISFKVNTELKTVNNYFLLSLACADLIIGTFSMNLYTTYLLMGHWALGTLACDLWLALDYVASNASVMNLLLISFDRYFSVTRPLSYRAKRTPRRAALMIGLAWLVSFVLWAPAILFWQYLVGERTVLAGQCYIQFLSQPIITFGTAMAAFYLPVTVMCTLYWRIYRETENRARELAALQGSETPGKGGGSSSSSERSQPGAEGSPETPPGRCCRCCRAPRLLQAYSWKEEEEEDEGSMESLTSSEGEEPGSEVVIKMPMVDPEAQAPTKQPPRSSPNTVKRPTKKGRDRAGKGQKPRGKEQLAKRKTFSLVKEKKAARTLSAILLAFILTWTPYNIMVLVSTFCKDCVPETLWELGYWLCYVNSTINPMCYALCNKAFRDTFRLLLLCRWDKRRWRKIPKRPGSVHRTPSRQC
TAAR1 antagonist = antagonists of human TAAR1. inhibition, % at 3 µM. hit rate 1.5% among 360,000. CHO RD-HGA16 TAAR1, Fluo-8 calcium fluorescence, antagonist;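 active = inhibition above a per-plate cutoff, the mean inhibition of test compounds on that plate plus 3 SD, cut at about 49% in these data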;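 note: 0% = DMSO plus EC80 beta-PEA response and 100% = DMSO alone without agonist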
Target sequence (Q96RJ0 whole entry, looked up): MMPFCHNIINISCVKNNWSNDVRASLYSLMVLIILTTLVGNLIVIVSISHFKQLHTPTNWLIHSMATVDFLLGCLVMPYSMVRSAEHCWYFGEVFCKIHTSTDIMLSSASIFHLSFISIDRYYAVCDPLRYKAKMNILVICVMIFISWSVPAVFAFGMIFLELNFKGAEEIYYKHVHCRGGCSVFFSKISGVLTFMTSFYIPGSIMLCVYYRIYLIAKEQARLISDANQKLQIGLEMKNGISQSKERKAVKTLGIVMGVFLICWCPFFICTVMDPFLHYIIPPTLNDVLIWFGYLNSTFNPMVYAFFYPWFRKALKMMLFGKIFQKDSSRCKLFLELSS
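Test system: hTAAR1-expressing CHO RD-HGA16 cells, Gα16-coupled; Probe or stimulus: EC80 β-phenethylamine stimulus; Compound dosing: single nominal final test compound concentration of 3 µM; Timing: 140 s kinetic read after compound, 140 s after agonist; Signal: Fluo-8 calcium-sensitive fluorescence; Measure: % inhibition of agonist calcium response; Controls: DMSO and EC80 PEA controls.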
OXTR potentiate = potentiators of human oxytocin receptor; CHO-OTR cells, Fluo-8 calcium fluorescence, potentiator mode; 0% = oxytocin EC15, 100% = EC100; activation, % at 3 µM; hit rate 0.061% among 320,000;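 active = activation above that plate's cutoff, the mean activation of tested compounds plus 3 SD, cut at about 6.6% in these data, passing the limit was not always enough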;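 note: 100% uses oxytocin at 75 nM as the full agonist control; some results filed as inactive read as strong as hits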
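assay system = CHO-OTR cells, human receptor | schedule = compound 6 min at room temperature before oxytocin, 100 s read | detection = Fluo-8 intracellular calcium fluorescence, ex 470-495, em 515-575 nm | evaluation = normalized max/min fluorescence ratio, % activation | control set = EC15 oxytocin alone as 0%, 75 nM oxytocin (EC100) as 100%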
CHO parental Ca = counter-screen: ATP calcium response change in parental CHO cells. parental CHO-K1, ATP-induced calcium, Fluo-8 fluorescence. inhibition, % at 5.6 µM. hit rate 0.63% among 330,000. AID 463079;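 active = inhibition above that plate's mean sample inhibition plus 3 SD, cut at about 26% in these data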;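 note: 0% = ATP-challenged DMSO wells and 100% = DMSO wells without ATP; some compounds past the cut are filed as inactive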
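material = parental CHO cells | also added = ATP as calcium-mobilizing challenge | dosing = single point at 5.6 µM | detection = intracellular calcium via Fluo-8 no-wash fluorescent dye | read-out = % inhibition | benchmarks = low control ATP plus DMSO, high control DMSO only | repeats = one well per compound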
CHO-K1 Ca ag = M1 agonist counterscreen hit in parental CHO-K1 cells; AID 602248; hit rate 0.48% among 360,000; Fluo-8 calcium fluorescence; scaled to maximal ATP response, vehicle zero; activation, % at 3 µM; in the data active = activation above about 15%;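 note: untransfected CHO-K1 host cells lacking M1 receptor as counterscreen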
M1 ag = activates human CHRM1 receptor; activation, % at 3 µM; hit rate 0.33% among 360,000; AID 588814; CHO-K1 hM1, Fluo-8 calcium fluorescence, agonist mode; 0% DMSO, 100% acetylcholine EC100;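 active = activation above the run's mean compound activation plus 3 SD, cut at about 16% in these data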;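 note: peak over basal fluorescence ratio within a 140 s kinetic read after compound addition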
CHO-K1 Ca antag = M1 antagonist counterscreen hit in parental CHO-K1 cells. ATP-induced calcium, Fluo-8 fluorescence. inhibition, % at 3 µM. hit rate 0.6% among 360,000;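 active = inhibition above a per-plate cutoff, the plate's mean sample inhibition plus 3 SD, cut at about 24% in these data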;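 note: 0% = DMSO plus EC80 ATP and 100% = DMSO alone without ATP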
TAAR1 agonist = agonists of human TAAR1; Q96RJ0; CHO RD-HGA16 TAAR1, Fluo-8 calcium fluorescence; vehicle wells 0%, saturating PEA agonist 100%; activation, % at 3 µM; hit rate 0.99% among 360,000;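 active = activation above the mean activation of all test compounds in the run plus 3 SD, cut at about 38% in these data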
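System: CHO-derived RD-HGA16 cells with stable Gα16 and human TAAR1 / Times: 17-24 h plating, Fluo-8 75 min 37 °C, 30 min RT / Technique: calcium-sensitive Fluo-8 signal, excitation 470-495, emission 515-575 nm / Measure: % activation relative to PEA EC100 response / Benchmarks: DMSO and PEA EC100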
M1 PAM parental = M1 PAM counterscreen hit in parental CHO-K1 cells. ATP EC20, Fluo-8 calcium fluorescence; 0% at ATP EC20, 100% at ATP max. activation, % at 3 µM. hit rate 0.02% among 360,000. AID 602247;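 active = activation above the run cutoff, the mean activation of all test compounds plus 3 SD, cut at about 40% in these data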;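 note: peak over basal fluorescence ratio in a 140 s read after ATP addition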
* = called active by the depositor; / = not tested or not shown.

entry	molecule	CHRM1 antagonist	TAAR1 antagonist	OXTR potentiate	CHO parental Ca	CHO-K1 Ca ag
1	CCC1CC(/C(C)=N/NC(N)=O)OC1=O (stereo not drawn)	1	2	-3	-6	0.7
2	Cc1cc(Br)cc(C)c1NC(=S)NC(=O)CC(C)C	3	5	-20	-29	0.5
3	Cc1ccc(F)c(S(=O)(=O)NC(=O)C2(C)CCN2C(=O)CCc2cccs2)c1 (stereo not drawn)	-8	-14	/	/	0.3
4	COc1cc2c(=O)n(CCC(=O)NCC3CCCO3)c(=O)n(CC(=O)Nc3ccc(C)c(C)c3)c2cc1OC (stereo not drawn)	-7	-13	-12	-23	1.2
5	NC(=O)c1nsc(C(=O)N(c2ccccc2)C(C(=O)NCc2ccc(F)cc2)c2ccco2)c1N (stereo not drawn)	12	68*	-13	-10	4.9
6	O=c1[nH]c2ccc(S(=O)(=O)N3CCCCC3)cc2o1	-7	-7	-6	-3	0.4
7	CC1=CC(C)(C)N2C(=O)C3(N=C(N)NC(Nc4ccccc4)=N3)c3cc(C)cc1c32 (stereo not drawn)	-39	2	-2	-12	0.0
8	CCC1CCCCN1c1nc(-c2cccc(OC)c2O)nc2ccccc12 (stereo not drawn)	-16	15	-2	-4	-0.5
9	Cc1cc(C(=O)NCC(=O)Nc2c(C)cccc2C)c2ccccc2n1	-11	-14	1	-10	0.5
10	Cc1ccc(C(=O)N2CCN(c3ncccn3)CC2)c(C)c1	0	-19	-6	4	0.1
11	O=C(Nc1ccc(F)c(Cl)c1)C1Cc2c(-c3ccccc3Oc3ccccc3)ccnc2O1 (stereo not drawn)	-4	13	/	/	0.3
12	Cc1ccc(S(=O)(=O)N2[C@H](c3ccccc3)CC(=O)[C@@H]3CN(S(=O)(=O)c4ccccc4C)[C@H](c4ccccc4)C[C@@H]32)cc1	0	7	/	/	0.2
13	CC(C)(C)c1ccc(-n2ncc3c2CCCC3NC(=O)CCC2=NNC(=O)CC2)cc1 (stereo not drawn)	-8	-38	/	/	1.2
14	CCSC1=C(C#N)C(c2ccccc2C)CC(=O)N1 (stereo not drawn)	-26	-2	-1	4	1.1
15	O=C(c1ccccc1)N1CCN(C(=O)c2nn3c(C(F)(F)F)cc(-c4ccco4)nc3c2Cl)CC1	5	-9	-2	-12	0.8

entry	M1 ag	CHO-K1 Ca antag	TAAR1 agonist	M1 PAM parental
1	-5	-11	10	19
2	-4	-12	-1	18
3	4	0	3	9
4	-6	-10	3	7
5	1	-12	17	-15
6	-3	5	8	-1
7	-3	-4	16	13
8	10	-16	3	-8
9	-2	-14	17	1
10	-4	4	4	-10
11	-1	-6	1	0
12	-3	-2	-1	2
13	-6	-8	5	22
14	10	-12	2	-1
15	-5	-6	-2	-5

entry	molecule	CHRM1 antagonist	TAAR1 antagonist	OXTR potentiate	CHO parental Ca	CHO-K1 Ca ag
16	CC(C)(C)c1ccc(NC(=O)C2=CC=CN3CCS(=O)(=O)N=C23)cc1	-6	5	-9	2	1.1
17	O=C1CN=C(Nc2ccccc2Cl)N1Cc1ccc2c(c1)OCO2	-1	8	-13	0	-0.4
18	O=C1C2C3C=CC(CC3)C2C(=O)N1c1ccccc1 (stereo not drawn)	-21	15	/	/	0.6
19	C=CCC(NCc1ccccc1)c1ccco1 (stereo not drawn)	10	/	-6	-14	0.1
20	O=C(CSc1ncnc2c1oc1ccccc12)Nc1cccc(Cl)c1	-7	30	-1	-27	0.6
21	CCOC(=O)C1CCCN(C(=O)c2ccc(NS(=O)(=O)c3ccc4[nH]c(=O)[nH]c4c3)cc2)C1 (stereo not drawn)	-9	-17	/	/	0.5
22	CCN(CC)S(=O)(=O)c1cccc(C(=O)Nc2sc3c(c2C(N)=O)CCCC3)c1	-1	13	-6	-7	0.2
23	CCN1CCN(C(CNS(=O)(=O)c2ccc(Br)cc2)c2cccnc2)CC1 (stereo not drawn)	5	-26	1	-17	1.7
24	O=C(c1ccc2c(c1)OCO2)C1CCCN(Cc2cn[nH]c2-c2ccccc2)C1 (stereo not drawn)	-4	-11	0	-8	2.2
25	Cc1ccc(C(=O)c2ccccc2C(=O)OCC(=O)N2CC(C)CC(C)C2)cc1 (stereo not drawn)	19	31	-6	-5	2.4
26	NC(=O)c1cccc(-c2csc(C(O)c3ccccc3)n2)c1 (stereo not drawn)	-4	10	/	/	0.7
27	Cc1ccc(N2C(=O)NC(C(F)(F)F)(C(F)(F)F)C3=C2CC(C)(C)CC3=O)cc1	11	1	3	-15	0.3
28	Cc1ccc(N(O)C(=O)NCCCCNC(=O)N(O)c2ccc(C)cc2)cc1	-11	-18	-6	-3	1.6
29	C[C@H](CO)N1C[C@H](C)[C@@H](CN(C)CC2CCCCC2)Oc2c(NS(=O)(=O)c3ccc(F)cc3)cccc2C1=O	-7	-13	-4	-15	0.5
30	Cc1cccc(C(=O)N2CCN=C2SCc2ccc([N+](=O)[O-])cc2)c1	21	-17	-6	-5	2.4

entry	M1 ag	CHO-K1 Ca antag	TAAR1 agonist	M1 PAM parental
16	-1	-12	0	18
17	-3	11	5	-8
18	-5	-9	5	22
19	-5	-2	/	4
20	-5	-11	7	15
21	10	1	6	-3
22	-6	-10	3	2
23	-3	-5	0	7
24	-10	-13	16	33
25	-4	-1	5	-4
26	0	-1	1	6
27	-9	0	0	4
28	-6	-11	3	12
29	1	-26	6	16
30	-6	-2	4	-13

From compound 16 as far as 24, copied from above:
entry	molecule	CHRM1 antagonist	TAAR1 antagonist	OXTR potentiate	CHO parental Ca	CHO-K1 Ca ag
16	CC(C)(C)c1ccc(NC(=O)C2=CC=CN3CCS(=O)(=O)N=C23)cc1	-6	5	-9	2	1.1
17	O=C1CN=C(Nc2ccccc2Cl)N1Cc1ccc2c(c1)OCO2	-1	8	-13	0	-0.4
18	O=C1C2C3C=CC(CC3)C2C(=O)N1c1ccccc1 (stereo not drawn)	-21	15	/	/	0.6
19	C=CCC(NCc1ccccc1)c1ccco1 (stereo not drawn)	10	/	-6	-14	0.1
20	O=C(CSc1ncnc2c1oc1ccccc12)Nc1cccc(Cl)c1	-7	30	-1	-27	0.6
21	CCOC(=O)C1CCCN(C(=O)c2ccc(NS(=O)(=O)c3ccc4[nH]c(=O)[nH]c4c3)cc2)C1 (stereo not drawn)	-9	-17	/	/	0.5
22	CCN(CC)S(=O)(=O)c1cccc(C(=O)Nc2sc3c(c2C(N)=O)CCCC3)c1	-1	13	-6	-7	0.2
23	CCN1CCN(C(CNS(=O)(=O)c2ccc(Br)cc2)c2cccnc2)CC1 (stereo not drawn)	5	-26	1	-17	1.7
24	O=C(c1ccc2c(c1)OCO2)C1CCCN(Cc2cn[nH]c2-c2ccccc2)C1 (stereo not drawn)	-4	-11	0	-8	2.2

entry	M1 ag	CHO-K1 Ca antag	TAAR1 agonist	M1 PAM parental
16	-1	-12	0	18
17	-3	11	5	-8
18	-5	-9	5	22
19	-5	-2	/	4
20	-5	-11	7	15
21	10	1	6	-3
22	-6	-10	3	2
23	-3	-5	0	7
24	-10	-13	16	33

(next part)
entry	molecule	CHRM1 antagonist	TAAR1 antagonist	OXTR potentiate	CHO parental Ca	CHO-K1 Ca ag
31	CCOc1ccc(S(=O)(=O)N2CCOCC2)cc1NC(=O)CSCc1c(C)noc1C	-24	-5	2	-26	0.4
32	CN1CCN(C(=O)c2ccc(COc3ccc(C(C)(C)C)cc3)o2)CC1	39*	9	-20	-7	3.0
33	Cc1cccc(NC(=O)CSc2nnc(CN3CCOCC3)n2C)c1C	-17	1	-9	-4	1.2
34	CCOC(=O)c1c(NC(=O)c2cccc(N3C(=O)CCC3=O)c2)sc2c1CCN(CC)C2	8	-31	-12	-6	0.3
35	Cc1ccc(S(=O)(=O)n2[nH]c(=O)cc2N)cc1	-8	-8	-10	-2	0.0
36	CCN(CC)S(=O)(=O)c1ccc(C(=O)NCCN(C)C)cc1	-6	-20	-5	1	3.1
37	N=c1sccn1CC(=O)Nc1ccc(SC(F)F)cc1	4	-18	-6	1	0.7
38	CNc1cnc(-c2ccc(O)c(OC)c2)cn1	-14	-5	/	/	0.8
39	CCOC(=O)c1ccc(-c2ccc(-c3cc(=O)oc4cc(OC)c(OC)c(OC)c34)cc2)cc1	-7	-5	/	-15	0.7
40	Cc1nc2nc(N)nn2c(C)c1C/C=C/c1ccccc1	-19	-7	-7	-16	1.3
41	O=C(C1=C[C@H](c2coc3ccccc3c2=O)C[C@H](OCc2ccc(CO)cc2)O1)N1CCN(Cc2ccc3c(c2)OCO3)CC1	-3	49*	-12	-20	2.4
42	O=C(O)CSc1ncnc2c1sc1nc(-c3ccccc3)c3c(c12)CCC3	1	-15	-2	-6	1.1
43	COc1cccc(C2C(C#N)=C(N)OC3=C2C(=O)CC(c2ccco2)C3)c1OCc1ccc(F)cc1 (stereo not drawn)	3	13	1	-11	0.6
44	Cc1oc(-c2cccs2)nc1CSCC(=O)NC1CC1	-8	-21	-1	-11	0.5
45	Cc1ccc(NC(=O)COC(=O)CCNS(=O)(=O)c2c(Cl)cccc2Cl)cc1	-22	4	-1	-9	0.6

entry	M1 ag	CHO-K1 Ca antag	TAAR1 agonist	M1 PAM parental
31	-2	-5	1	11
32	-3	-4	18	21
33	-3	-10	0	10
34	-6	5	2	-17
35	-3	-10	1	24
36	-10	-11	6	22
37	-7	3	3	-15
38	-2	-20	0	26
39	-4	-19	1	18
40	-4	-11	1	12
41	-6	-16	6	8
42	-4	-8	-1	-3
43	0	-2	7	16
44	-3	-19	4	22
45	0	-9	2	14

entry	molecule	CHRM1 antagonist	TAAR1 antagonist	OXTR potentiate	CHO parental Ca	CHO-K1 Ca ag
46	O=C(NCCCn1ccnc1)c1ccccc1NS(=O)(=O)c1ccc(F)c(F)c1	15	-9	0	-25	0.1
47	CCN(CC)CCCNc1cc2n(c(=O)n1)CCc1cc(OC)c(OC)cc1-2	-12	2	-17	-3	0.2
48	COCCNc1cc(C)c(C#N)c2nc3ccccc3n12	-14	4	-8	-10	-0.2
49	CCOC(=O)Nc1ccc([N+](=O)[O-])cc1C	5	1	-2	-2	0.4

entry	M1 ag	CHO-K1 Ca antag	TAAR1 agonist	M1 PAM parental
46	-6	-10	12	8
47	-5	-12	-4	11
48	-5	-1	3	14
49	-8	-19	-1	22

Rows are unselected. Share with any hit: about 4.2%.
